Assay outcomes (PubChem BioAssay)
TSG101-PTAP inh: blocks PTAP/TSG101 interaction to inhibit HIV-1 budding; Q99816; Fluorescence polarization, FITC-PTAP peptide / Tsg101 binding; Potency, µM (doses to about 115 µM), for inactives: top-dose activity change, negative = inhibition, most hits filed as inhibitors; 340,000 tested, under 10 active; AID 493005; active means well fitted inhibition curve with a large enough effect in the main read-out, with a control signal flat, not every such curve was filed as active; inconclusive means small, poorly fitted or top-dose-only effect, or effect the other way, or a change in a side signal; inactive means no such curve, though single readings can be large or run the other way; further: potency means the concentration at half of the fitted maximal effect; % of control where 0% means no effect
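Steps: Tsg101 binding domain dispensed (10 uM final), compounds pinned in DMSO, FITC-labeled PTAP-motif peptide added (50 nM final); after 20 min binding at room temperature, polarization measured.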
CXXC DNA block: blocks binding of human MLL CXXC domain to DNA. Potency, µM (doses to about 115 µM), without a hit: top-dose activity change, negative = inhibition, actives largely listed as inhibitors. MLL-CXXC / FITC-HOXA9 DNA fluorescence polarization. Q03164. actives 0.037% (n = 290,000). AID 2662; active means well fitted inhibition curve with a large enough effect in the polarisation, with a control signal flat, not every such curve was filed as active; inconclusive means small, poorly fitted or top-dose-only effect, or effect the other way, or a change in a side signal; inactive means no such curve, though single readings can be large or run the other way; the % refers to the polarisation; further: potency means the concentration at half of the fitted maximal effect
Target sequence (Q03164 whole entry, looked up, the tested form may be a part): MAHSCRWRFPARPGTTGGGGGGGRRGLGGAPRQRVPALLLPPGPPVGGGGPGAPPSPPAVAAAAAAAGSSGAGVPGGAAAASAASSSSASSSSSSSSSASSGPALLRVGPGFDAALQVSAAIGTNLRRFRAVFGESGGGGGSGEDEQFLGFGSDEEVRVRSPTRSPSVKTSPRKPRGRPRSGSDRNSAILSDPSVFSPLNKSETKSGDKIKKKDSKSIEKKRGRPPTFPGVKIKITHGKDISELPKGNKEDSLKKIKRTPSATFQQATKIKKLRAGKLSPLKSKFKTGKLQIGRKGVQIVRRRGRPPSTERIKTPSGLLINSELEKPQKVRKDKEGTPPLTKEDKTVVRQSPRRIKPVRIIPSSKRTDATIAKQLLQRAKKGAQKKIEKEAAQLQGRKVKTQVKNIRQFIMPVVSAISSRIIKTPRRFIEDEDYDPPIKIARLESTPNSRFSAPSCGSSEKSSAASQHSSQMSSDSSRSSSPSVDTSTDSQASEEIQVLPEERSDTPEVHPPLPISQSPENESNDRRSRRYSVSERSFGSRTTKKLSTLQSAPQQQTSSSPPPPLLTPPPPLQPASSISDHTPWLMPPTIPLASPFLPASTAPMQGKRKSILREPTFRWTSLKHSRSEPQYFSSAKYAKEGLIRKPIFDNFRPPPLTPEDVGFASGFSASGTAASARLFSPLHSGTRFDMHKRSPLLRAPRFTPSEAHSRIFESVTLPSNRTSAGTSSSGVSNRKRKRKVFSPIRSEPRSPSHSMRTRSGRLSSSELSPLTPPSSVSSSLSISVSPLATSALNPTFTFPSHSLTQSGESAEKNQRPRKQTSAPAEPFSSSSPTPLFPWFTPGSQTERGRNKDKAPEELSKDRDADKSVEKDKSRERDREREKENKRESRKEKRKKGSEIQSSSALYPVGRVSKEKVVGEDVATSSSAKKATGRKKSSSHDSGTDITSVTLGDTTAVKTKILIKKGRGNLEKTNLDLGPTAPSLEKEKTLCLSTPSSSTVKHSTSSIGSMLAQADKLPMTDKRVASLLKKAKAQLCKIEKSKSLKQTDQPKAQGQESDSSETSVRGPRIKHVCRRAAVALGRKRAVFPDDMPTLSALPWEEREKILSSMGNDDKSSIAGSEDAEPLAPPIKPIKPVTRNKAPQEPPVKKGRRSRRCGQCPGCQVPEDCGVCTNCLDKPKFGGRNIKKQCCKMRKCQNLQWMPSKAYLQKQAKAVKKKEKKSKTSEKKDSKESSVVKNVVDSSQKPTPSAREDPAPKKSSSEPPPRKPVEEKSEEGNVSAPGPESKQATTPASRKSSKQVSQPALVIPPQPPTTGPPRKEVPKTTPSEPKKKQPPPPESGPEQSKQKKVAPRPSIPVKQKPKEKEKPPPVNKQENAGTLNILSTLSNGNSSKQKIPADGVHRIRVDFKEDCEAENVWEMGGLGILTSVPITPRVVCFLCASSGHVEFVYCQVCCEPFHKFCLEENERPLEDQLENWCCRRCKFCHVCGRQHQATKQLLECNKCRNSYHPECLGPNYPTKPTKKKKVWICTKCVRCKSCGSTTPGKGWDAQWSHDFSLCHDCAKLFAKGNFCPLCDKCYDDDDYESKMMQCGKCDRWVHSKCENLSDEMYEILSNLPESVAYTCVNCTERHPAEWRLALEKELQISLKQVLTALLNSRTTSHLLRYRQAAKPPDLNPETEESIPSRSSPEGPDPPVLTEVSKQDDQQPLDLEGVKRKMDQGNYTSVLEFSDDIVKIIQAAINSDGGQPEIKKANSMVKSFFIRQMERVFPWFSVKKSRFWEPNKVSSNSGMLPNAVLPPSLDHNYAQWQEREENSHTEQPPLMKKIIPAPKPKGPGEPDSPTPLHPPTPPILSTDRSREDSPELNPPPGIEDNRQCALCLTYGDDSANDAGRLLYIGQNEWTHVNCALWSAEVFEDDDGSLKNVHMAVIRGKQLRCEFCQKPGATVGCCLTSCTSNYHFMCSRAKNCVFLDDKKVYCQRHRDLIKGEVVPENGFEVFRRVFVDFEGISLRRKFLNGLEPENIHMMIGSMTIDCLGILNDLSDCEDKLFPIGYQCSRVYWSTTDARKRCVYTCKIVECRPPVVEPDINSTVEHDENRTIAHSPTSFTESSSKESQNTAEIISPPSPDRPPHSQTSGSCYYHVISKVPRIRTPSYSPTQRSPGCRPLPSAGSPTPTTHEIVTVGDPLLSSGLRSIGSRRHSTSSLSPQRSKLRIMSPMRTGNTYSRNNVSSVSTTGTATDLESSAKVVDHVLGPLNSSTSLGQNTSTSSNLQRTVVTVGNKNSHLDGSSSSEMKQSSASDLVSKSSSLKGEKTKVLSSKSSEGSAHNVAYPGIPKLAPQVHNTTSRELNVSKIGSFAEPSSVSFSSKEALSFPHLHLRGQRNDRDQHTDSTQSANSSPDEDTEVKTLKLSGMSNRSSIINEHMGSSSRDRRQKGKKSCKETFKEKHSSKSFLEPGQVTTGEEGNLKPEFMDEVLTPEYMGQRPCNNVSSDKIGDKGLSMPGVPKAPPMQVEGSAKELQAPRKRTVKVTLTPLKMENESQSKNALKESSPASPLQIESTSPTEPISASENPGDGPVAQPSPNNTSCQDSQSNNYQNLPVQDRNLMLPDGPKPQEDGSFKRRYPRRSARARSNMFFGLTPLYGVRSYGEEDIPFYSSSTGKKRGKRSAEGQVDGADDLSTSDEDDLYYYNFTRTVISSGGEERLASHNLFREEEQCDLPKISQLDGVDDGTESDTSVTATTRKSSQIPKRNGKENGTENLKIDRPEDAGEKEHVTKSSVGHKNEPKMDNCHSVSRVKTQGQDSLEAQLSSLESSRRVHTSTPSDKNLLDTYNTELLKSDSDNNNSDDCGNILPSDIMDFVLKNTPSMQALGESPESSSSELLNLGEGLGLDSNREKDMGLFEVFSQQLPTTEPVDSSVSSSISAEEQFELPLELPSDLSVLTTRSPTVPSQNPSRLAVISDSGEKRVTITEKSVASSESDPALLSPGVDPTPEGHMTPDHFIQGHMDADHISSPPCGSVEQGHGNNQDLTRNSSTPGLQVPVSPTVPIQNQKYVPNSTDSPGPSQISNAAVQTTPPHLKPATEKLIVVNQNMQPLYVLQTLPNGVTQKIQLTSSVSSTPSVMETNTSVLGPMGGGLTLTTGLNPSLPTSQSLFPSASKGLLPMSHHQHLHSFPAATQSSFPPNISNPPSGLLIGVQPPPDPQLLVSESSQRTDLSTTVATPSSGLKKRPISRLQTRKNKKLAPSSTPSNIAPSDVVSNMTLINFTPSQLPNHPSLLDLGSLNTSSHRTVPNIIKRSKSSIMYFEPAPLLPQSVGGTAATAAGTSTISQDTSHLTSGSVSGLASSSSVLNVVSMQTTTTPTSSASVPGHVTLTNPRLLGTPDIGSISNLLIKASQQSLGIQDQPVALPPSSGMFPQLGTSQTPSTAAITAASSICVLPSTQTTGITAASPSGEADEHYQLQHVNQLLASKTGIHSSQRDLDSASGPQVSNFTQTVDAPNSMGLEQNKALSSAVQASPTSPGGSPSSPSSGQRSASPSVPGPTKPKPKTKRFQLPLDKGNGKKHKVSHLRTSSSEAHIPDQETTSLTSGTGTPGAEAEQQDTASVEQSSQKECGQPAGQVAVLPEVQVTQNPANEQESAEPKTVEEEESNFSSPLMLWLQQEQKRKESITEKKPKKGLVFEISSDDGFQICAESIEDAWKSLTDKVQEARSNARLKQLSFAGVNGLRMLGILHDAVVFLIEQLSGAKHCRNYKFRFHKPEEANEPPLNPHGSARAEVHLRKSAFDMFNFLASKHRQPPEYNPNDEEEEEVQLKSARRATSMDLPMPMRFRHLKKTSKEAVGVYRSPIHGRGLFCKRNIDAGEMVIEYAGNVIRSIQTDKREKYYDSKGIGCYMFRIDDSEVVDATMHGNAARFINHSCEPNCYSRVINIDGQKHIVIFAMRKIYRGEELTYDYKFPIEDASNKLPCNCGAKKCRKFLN
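Steps: dispense CXXC domain solution (7 uM) → pin compounds or unlabeled HOX-A9 DNA control → 5 min ambient → add FLSN-HOX-A9 solution (50 nM) → spin → 30 min ambient → fluorescence polarization. Tris pH 7.5/NaCl/DTT/BSA buffer.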
B2AR arrestin: beta2AR (human) beta-arrestin recruitment activity; beta-arrestin recruitment to beta2AR, cell-based reporter; AID 492947; P07550; actives 0.02% (n = 330,000); Potency, µM (series often up to 46.1 µM), without a hit: at the top dose activation, most hits filed as activators;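 further: potency means the concentration at half of the fitted maximal effect; 0% = DMSO controls and full agonism = EC100 isoproterenol or metaproterenol; nearly all actives have a fitted effect of over 65% in size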
ELG1 DNA repair: blocks ELG1-dependent DNA repair in HEK293T cells | actives 2.3% (n = 330,000) | AID 504467 | Potency, µM (top dose mostly 46.1 µM), for inactives: top-dose activity change, negative = inhibition, usual class: inhibitors | HEK293T ELG1-luciferase reporter, luminescence, 16 h; DNA damage induced by 5-fluorouridine; further: potency means the concentration at half of the fitted maximal effect; on the % scale 0 is the no-effect control and ±100 the full control effect; nearly all actives have a fitted effect of over 55% in size
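In this reporter screen, reduction of luminescence relative to DMSO vehicle indicated activity. Compounds and 5-fluorouridine were added together to 2,000 cells per well, incubated for 16 hr at 37 °C, then developed with ONE-Glo.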
a7 integrin act: integrin-mediated muscular dystrophy alleviation activation; alpha7betagal myoblasts, beta-gal FDG fluorescence, 48 h; Potency, µM (highest dose often 38.3 µM), for inactives: at the top dose activation, hits mostly activators; actives 0.064% (n = 350,000); AID 624291;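 further: potency means the concentration at half of the fitted maximal effect; 100% = response of the positive control SU9516; nearly all actives have a fitted effect of over 60% in size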
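Alpha7betagal+/- myoblasts (passage 13) were plated 16-24 hr, then exposed to compounds (1:260 dilution of DMSO stock) for 48 hours at 37C. After MPER lysis, β-galactosidase reporter activity was read as FDG fluorescence (ex 480/em 540) after 30 minutes.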
TCR act: activates T cell receptor signaling; primary human leukocytes, anti-CD3, IL-2 HTRF, 48 h; Potency, µM (titrated, usually from 9.22 µM), for inactives: top-dose activation of IL-2 secretion, most hits filed as activators; 330,000 tested, under 10 active; further: % of control where 0% means no effect
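TCR engagement came from a-CD3 beads alone, with compounds added to primary human leukocytes for 48 hr. Secreted IL-2 bridged europium cryptate- and d2-labelled anti-IL-2 antibodies, giving FRET emission at 665nm after 320nm excitation.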
AT treatment: potential ataxia-telangiectasia treatments restoring KAP-1 phosphorylation | […] A-T fibroblasts, KAP-1 phosphorylation AlphaLISA; neocarzinostatin DNA damage 30 min before lysis | Potency, µM (doses to about 57.5 µM), inactives show at the highest dose activation, usual class: activators | actives 0.19% (n = 320,000) | AID 485349; further: potency means the concentration at half of the fitted maximal effect; % of control where 0% means no effect; nearly all actives have a fitted effect of over 45% in size
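ATM-like activity read as KAP-1 phosphorylation via AlphaLISA donor/acceptor antibody pairs after lysis and 6 hr at 25C. Cells were ATM-null patient fibroblasts ([…], hTERT), dosed 60 min, then exposed to the DSB inducer NCS for 30 min.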
BRCA1 expr act: activators of BRCA1 expression; MCF7-BRCA1-FFLuc reporter, luminescence, 48 h; response scale: scaled: vehicle 0%, 10 µM genistein 100%; Potency, µM (series often up to 46.1 µM), for the others: at the highest dose activation, hits mostly activators; actives 1.1% (n = 380,000); AID 624202; further: potency means the concentration at half of the fitted maximal effect; nearly all actives have a fitted effect of over 80% in size; some results filed as inactive show a strong effect at the top dose
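MCF7-BRCA1-FFLuc, 2000 cells/well; 2 h attach, 37 °C/5% CO2; compound 48 h; luciferase substrate 15 min; luminescence end-point. Norm. to genistein 10 microM max activation and DMSO; concentration-response curves fitted.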
TRPV1 ag: activates the human vanilloid receptor TRPV1; TRPV1-expressing cells, Fluo-8 calcium influx, agonist mode; activation, % at 8.33 µM; actives 0.19% (n = 320,000); AID 540275; in the data active means activation above about 80%; inconclusive means between about 30% and that limit; further: 0% is about no effect
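Cells expressing TRPV1 were dye-loaded with Fluo-8 and read kinetically: 10 s baseline, 3 min after compound (agonist portion), then 2 min after EC20 capsaicin (allosteric enhancer portion). Calcium-bound dye fluorescence at 480/520 nm.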
p53 reactivator: mutant p53 re-activation in reporter cells. H1299 p53-A138V BP100-luciferase reporter, luminescence, 24 h. Potency, µM (titrated, usually from 92.2 µM), for inactives: at the highest dose activity change, positive = activation, most hits filed as activators. actives 0.063% (n = 320,000). AID 504706; further: potency means the concentration at half of the fitted maximal effect; % of control where 0% means no effect; nearly all actives have a fitted effect of over 45% in size
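H1299 (p53-null), stable ts p53-A138V + BP100-Luc; 1000 cells/well, Opti-MEM/10% FBS; cpd 4 pt, 1:5; 24 h, 37 deg C, 5% CO2; detection reagent 10 min RT; luminescence.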
The depositor's hits bear a star; ? = inconclusive; · = not tested or not shown; & = joins results of further samples; [ ] = another dose, or the depositor's remark. Unless noted, the call rests on the fitted dose curve; in most records, active means well fitted curve in the direction sought with a large enough effect; inconclusive means small, poorly fitted or top-dose-only effect, or another doubt; inactive means no such curve, though single readings can be large; an effect the other way counts as inactive or inconclusive.

SMILES	TSG101-PTAP inh	AT treatment	BRCA1 expr act	B2AR arrestin	CXXC DNA block	p53 reactivator	ELG1 DNA repair	TRPV1 ag	a7 integrin act	TCR act
COc1ccc(-c2nnn(CC(=O)N(CC(=O)NC3CCCC3)Cc3cccs3)n2)cc1OC	-12%	1%	3%	-0.5%	0%	-20%	?	1	-29%[7.66 µM]	1%
CN(C)S(=O)(=O)c1ccc(C(=O)NCC(=O)N/N=C/c2ccccc2Cl)cc1	-7%	-4%	0%	0.2%	-9%	-6%	-11%	5	9%	·
CC1CN(CCOc2ccc([N+](=O)[O-])cc2)CC(C)O1 (stereo not given)	-3%	2%	3%	0.2%	2%	6%	-6%	3	8%	3%[46.1 µM]
COc1ccc(N(CC(=O)Nc2cccnc2)S(=O)(=O)c2ccc(C)cc2)cc1Cl	-2%	-1%	-20%	-0.9%	5%	2%	-8%	?	9%	0%
CCOC(=O)c1cn(Cc2ccccc2)nc1-c1ccccc1	-4%	·	-9%	·	·	·	·	·	-3%	-11%
NS(=O)(=O)c1ccc(NC(=S)NNC(=O)c2ccc(Br)o2)cc1	-8%	-2%	-1%	-0.5%	30%[activator]	8%	2%	0	-12%	3%
Cc1cccc(NCc2nnc(-c3ccccc3)o2)c1C	-6%	6%	10%	-0.4%	-8%	9%	?	10	14%	4%
O=C(Nc1ccc(Cl)cc1C(F)(F)F)c1ccccc1Cl	0%	0%	20%	-0.1%	2%	?	?	9	-6%	5%[46.1 µM]
CC(=O)Nc1ccc(C(=O)OCc2ccccc2Br)cc1	-4%	-1%	62%	0.2%	2%	1%	?	9	-8%	-4%
CN(c1cccc(NC(=O)Nc2cccc(Cl)c2)c1)S(C)(=O)=O	-2%	-10%	27%	-0.2%	4%	7%	19%	-2	11%	-5%
COc1ccc(C)cc1NC(=O)C(OC(=O)c1cnccn1)c1ccccc1 (stereo not given)	-1%	-4%	-32%	-0.6%	·	-4%	5%	11	11%	5%
CC(C)NC(=S)Nc1ccc2cn[nH]c2c1	0%	5%	30%	-1.3%	7%	-5%	?	15	4%	-3%[46.1 µM]
COc1ccc(OCC(O)CN(C2CCCCC2)C2CCCCC2)cc1 (stereo not given)	-4%	0%	-29%	0.5%	3%	-2%	-10%	12	-62%[inhibitor]	1%
N#Cc1ccc(C2=CC(=O)C[C@H](c3ccc(Cl)cc3)C2)cc1	-3%	2%	-6%	5.9%	·	-2%	?	25	8%	-1%
CC(C)C(=O)Nc1ccc(C(=O)NC2CCSC2=O)cc1 (stereo not given)	-3%	1%	10%	-1.0%	0%	3%	26%	-3	17%	-5%
CC(OC(=O)c1cccc(O)c1)C(=O)N(C)Cc1ccccc1 (stereo not given)	-1%	0%	-1%	0.0%	·	0%	-3%	1	5%	0%
Cc1cc(NC(=O)c2cccc(S(=O)(=O)N3CCCCCC3)c2)no1	-2%	·	-23%	0.5%	-10%	0%	-28%	4	-4%	-6%
O=C(N/N=C/c1cccc2ccccc12)c1cc2ccccc2o1	-9%	-6%	-7%	-0.1%	-5%	·	-9%	2	-12%	-1%
O=C(CSc1nnnn1-c1ccccc1)c1cc2ccccc2oc1=O	0%	0%	71%	0.4%	13%	9%	?	9	22%	-4%
CC[C@]12c3[nH]c4ccccc4c3CCN1C(=O)C(CC(=O)NCCC1=CCCCC1)C[C@@H]2C(=O)N1CCN(C(=O)c2ccco2)CC1 (stereo not given in full)	1%	7%	-17%	2.6%	·	6%	?	·	-5%	3%

Next results:
SMILES	TSG101-PTAP inh	AT treatment	BRCA1 expr act	B2AR arrestin	CXXC DNA block	p53 reactivator	ELG1 DNA repair	TRPV1 ag	a7 integrin act	TCR act
CCN1C(=O)CC(N2CCC(Cc3ccccc3)CC2)C1=O (stereo not given)	-10%	-8%	-17%	-1.0%	7%	11%	7%	2	-2%	4%
O=C(Nc1ccc(Cl)c(S(=O)(=O)N2CCOCC2)c1)c1ccc2c(c1)OCCO2	-4%	8%	0%	0.1%	0%	15%	23µM*	?	0%	-6%
COc1ccc(C(=O)NNC(=O)C(=O)Nc2cccc3ccccc23)cc1	-9%	5%	-2%	-0.5%	2%	7%	2%	-4	50%	13%
NC(=O)c1cnccn1	1%	-5%	2%	-0.3%	1%&10%	12%	8%	-7	·	2%
Cc1cc(NC(=O)c2ccccc2)n(-c2nc3ccccc3[nH]2)n1	-1%	17%	0%	-0.1%	0%	-1%	-9%	?	21%	5%
CCOC(=O)Cc1c(Sc2ccccc2)c2ccccc2n1C	1%	7%	-27%	-0.1%	-12%	-7%	2%	-8	3%	13%[46.1 µM]
Cc1cc(C)cc(NC(=O)CSCc2cnn(-c3ccccc3)c2-n2cccc2)c1	-10%	-1%	-30%	-0.2%	-9%	-1%	?	4	22%	-3%
N#Cc1ccc(CSc2nnc(-c3ccccn3)n2-c2ccccc2)cc1	0%	?	-15%	0.3%	3%	-5%	-25%	2	13%	-17%
O=C(Nc1ccc(NC(=O)C2CC2)nc1)c1ccco1	-1%	1%	0%	-0.5%	-7%	27%	?	-1	0%	-2%
O=C(CSc1ncnc2sccc12)NCc1ccc2c(c1)OCO2	-3%	3%	12%	0.1%	·	-4%	-1%	3	10%	-1%
O=C(COC(=O)c1ccc(Cl)nc1)Nc1cccnc1Cl	-2%	-3%	-7%	-0.2%	·	-1%	14%	-3	-11%	-4%
O=C(NC1CC1)C1=C[C@@H](c2ccc(Br)cc2)C[C@@H](OCCCCO)O1	2%	-9%	0%	0.4%	-20%	-2%	0%	-1	3%	6%
COc1ccc(S(=O)(=O)N2CCN(Cc3cc(OC)c(O)c(OC)c3)CC2)cc1	-6%	9%	-10%	0.5%	8%	·	6%	-5	-9%	-14%
COc1ccc(C2SCC(=O)N2CC23CC4CC(CC(C4)C2)C3)cc1 (stereo not given)	-2%	6%	-37%	0.2%	5%	2%	-9%	25	26%	0%
O=C1CCCC(O)=C1C1NCCc2ccccc21 (stereo not given)	-3%	0%	-5%	-0.2%	-7%	-1%	12%	-4	15%	-1%
CC(C)C(=O)N(Cc1cc(=O)[nH]c2ccccc12)c1ccccc1	-1%	5%	-20%	0.0%	-7%	-14%	?	3	0%	4%
Cc1nn(CCC(=O)Nc2cccc(C#N)c2)c(C)c1S(=O)(=O)N1CCCCC1	-7%	0%	-3%	0.1%	-3%	-3%	-16%	-5	10%	1%
CC(C)n1nnc2c(=O)oc3ccccc3c21	0%	9%	-55%	-0.2%	-2%	-2%	5%	1	-10%	0%[46.1 µM]
CSc1ccc(/C=C2\C(=N)N3N=C(CC(=O)N4CCCCC4)SC3=NC2=O)cc1	0%	-1%	-2%	-0.2%	0%	3%	10%	1	-22%	-24%
COc1ccc(CCNC(=O)C2CCCN(C(=O)N(C)C)C2)c(OC)c1 (stereo not given)	-7%	3%	8%	-0.2%	-1%	0%	18%	-1	1%	6%

Later entries
SMILES	TSG101-PTAP inh	AT treatment	BRCA1 expr act	B2AR arrestin	CXXC DNA block	p53 reactivator	ELG1 DNA repair	TRPV1 ag	a7 integrin act	TCR act
NNc1nc(C(F)(F)F)nc2ccccc12	0%	-3%	-27%	0.3%	10%	4%	-18%	-1	20%	-2%
C[C@@H]1[C@H]2CCCC[C@H]2CN(C(=O)OC(C)(C)C)[C@@H]1c1cn(Cc2ccccc2)c2ccc(F)cc12	-1%	28%	-26%	-0.4%	·	-4%	5%	·	-7%	4%[46.1 µM]
CC(C)(C)NC(=O)CN1CCN(C(=O)CCl)CC1	-1%	5%	-19%	-0.4%	-6%	-3%	?	-1	-60%[inhibitor]	1%
CN(C)C(=O)C(OC(=O)c1ccc2c(c1)CCCC2)c1ccccc1 (stereo not given)	-5%	1%	-38%	-0.3%	-1%	-5%	0%	25	26%	-1%
CC(=O)Oc1c(-c2ccco2)oc2ccccc2c1=O	-2%	-6%	-60%	3.6%	?	8%	?	1	-9%	-11%
CN(C(=O)c1ccccc1OCc1ccc(F)cc1)c1c(N)n(Cc2ccccc2)c(=O)[nH]c1=O	-3%	1%	-2%	-0.1%	·	-3%	-2%	4	-1%	-1%
O=[N+]([O-])c1ccc(N2CCCC2)cc1NCc1ccccc1	-11%	-3%	-27%	0.1%	-6%	-3%	9%	24	-6%	2%
CC1CCN(C(=O)CSc2nc(=O)n3ccccc3n2)CC1	-3%	-8%	6%	-0.1%	·	-1%	-6%	-6	-11%	4%
OCC[C@H]1C[C@H](O)[C@@H](O)[C@]2(OCc3ccccc32)O1	0%	15%	11%	0.2%	·	-4%	10%	3	20%	3%
Nc1ccccc1SCC(=O)Nc1ccc2c(c1)OCO2	-3%	15%	41%	-0.5%	9%	-4%	-5%	1	15%	-16%
CC(=O)Nc1ccc(/C=C(\C#N)C(=O)NC2CCCCC2)cc1	0%	-1%	-28%	-0.3%	?	-4%	?	2	-6%	1%
O=C(O)c1nn2cc(CCO)cnc2c1Cl	-9%	1%	0%	-0.8%	10%	-4%	-17%	6	-9%	2%
